Compound activity (PubChem)
PrPC surface inh – cell surface PrPC inhibition, primary TR-FRET screen. P04156. TR-FRET read-out. inhibition, % at 13.8 µM. hit rate 0.43% among 370,000; in the data active means inhibition above about 24%; further: 0% = median of the test wells and 100% = reference compound wells
FadD28 binding – M. tuberculosis FadD28 bisubstrate binding inhibition | FadD28 bisubstrate probe binding, fluorescence polarization | inhibition, % at 12.5 µM | hit rate 0.22% among 360,000; in the data active means inhibition above about 8.5%, passing the limit was not always enough; inconclusive means no clear call, values can overlap the other calls
Mtb BioA inh – blocks M. tuberculosis BioA enzyme activity; purified M. tuberculosis BioA enzyme, plate reader; inhibition, % at 9.99 µM; hit rate 0.096% among 360,000; AID 602481; in the data active means inhibition above about 40%; inconclusive means no clear call, values can overlap the other calls
GDH-TPI inh – counter-screen for M. tuberculosis FBA inhibitors: GDH-TPI coupled enzymes. GDH-TPI coupled enzyme counterscreen, NADH absorbance. hit rate 1.2% among 360,000. inhibition, % at 4.8 µM. AID 588335;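 further: 0% = DMSO wells and 100% = wells lacking the enzyme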
BoNT-F LC inh – BoNT F light chain protease inhibition. Multiplex microsphere protease cleavage assay, flow cytometry. hit rate 0.22% among 360,000. inhibition, % at 10 µM; in the data active means inhibition above about 35%, passing the limit was not always enough; inconclusive means no clear call, values can overlap the other calls; further: plate controls were buffer without enzyme for full effect and enzyme alone for no effect
BoNT-A LC inh2 – blocks Botulinum neurotoxin A light chain protease. multiplex microsphere protease substrate cleavage, flow cytometry. hit rate 0.17% among 360,000. inhibition, % at 10 µM; in the data active means inhibition above about 30%; inconclusive means no clear call, values can overlap the other calls; further: plate controls were buffer without enzyme for full effect and enzyme alone for no effect
FBA Mtb inh – inhibitors of M. tuberculosis fructose-bisphosphate aldolase; P9WQA3; purified M. tuberculosis FBA, fluorescence read-out; inhibition, % at 1 µM; hit rate 2.3% among 360,000; AID 588726; in the data active means inhibition above about 27%;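 further: 0% = vehicle and 100% = reference inhibitor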
Target sequence (P9WQA3 whole entry, looked up): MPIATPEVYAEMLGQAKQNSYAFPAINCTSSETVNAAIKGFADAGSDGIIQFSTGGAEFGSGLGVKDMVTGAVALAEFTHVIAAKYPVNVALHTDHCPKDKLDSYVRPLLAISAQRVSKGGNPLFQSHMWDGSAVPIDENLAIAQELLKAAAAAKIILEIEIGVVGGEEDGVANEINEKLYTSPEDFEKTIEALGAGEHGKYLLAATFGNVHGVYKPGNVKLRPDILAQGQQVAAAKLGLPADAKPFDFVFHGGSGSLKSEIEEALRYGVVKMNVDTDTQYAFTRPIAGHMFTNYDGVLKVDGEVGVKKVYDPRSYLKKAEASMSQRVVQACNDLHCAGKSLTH
CCHFV vOTU inh – blocks the CCHF virus ovarian tumor domain protease; hit rate 0.55% among 370,000; inhibition, % at 11.5 µM; CCHFV vOTU protease, Pep-AMC fluorescence; AID 651958; further: 0% = vehicle wells with enzyme and 100% = no enzyme wells
Mtb UGM inh – blocks M. tuberculosis UGM enzyme. purified UGM, fluorescence polarization probe displacement. hit rate 0.06% among 320,000. inhibition, % at 10 µM; in the data active means inhibition above about 10%, passing the limit was not always enough; inconclusive means no clear call, values can overlap the other calls
* = called active by the depositor; ? = inconclusive; . = not tested or not shown. Unless noted, no stated cut-off is given here; in the data, active means inhibition above about 30%; inactive means the rest.

SMILES	PrPC surface inh	FadD28 binding	Mtb BioA inh	GDH-TPI inh	BoNT-F LC inh	BoNT-A LC inh2	FBA Mtb inh	CCHFV vOTU inh	Mtb UGM inh
COc1ccc(Br)cc1/C=N/NC(=O)Cn1nnnc1N	0	-3.7	-1.5	-3	?	1.7	-8	5	4.2
C[C@]12CC[C@@H]3c4ccc(OC(=O)c5ccccc5)cc4CC[C@H]3[C@@H]1CC[C@@H]2O	0	-0.5	-1.6	6	-2	-0.9	-1	1	0.2
COc1ccccc1C(=O)NC(=O)COC(=O)CNC(=O)c1ccc(Cl)c([N+](=O)[O-])c1	-13	-5.0	-1.2	-1	-14	4.5	-1	-5	-0.2
CCOC(=O)CSc1n[nH]c(-c2ccco2)n1	6	-0.2	-0.7	-7	-1	-0.3	0	-7	-2.1
COc1ccc(N2CCN(C(=O)C3CCN(S(=O)(=O)c4cccs4)CC3)CC2)cc1	9	-0.8	.	0	-14	-1.1	0	0	-1.4
Cc1ccc2nc(SCC(=O)N3CCCC3)nc(=O)n2c1	3	-0.9	3.8	16	-4	-0.9	2	-2	-1.8
CCOC(=O)/C(=N/Nc1ccc(OC)cc1)Sc1nnc(CCc2ccccc2)n1-c1ccccc1	9	-2.2	.	2	-2	-0.1	-3	-1	-0.7
C[C@@H](c1ccccc1)N1C[C@@H](COCc2ccccc2)Oc2cc(N3CCC[C@H]3CO)ccc2S1(=O)=O	7	.	.	.	-2	-0.7	.	7	.
Cc1ccc(S(=O)(=O)N=N/C=C2\C=CC=CN2O)cc1	-1	-2.9	-0.5	0	-3	-0.1	-2	13	.
CC(=O)N(c1ccc(N(C(C)=O)S(=O)(=O)c2cccs2)cc1)S(=O)(=O)c1cccs1	1	-2.7	-3.4	0	0	0.0	1	1	-0.3
CC1CCN(c2ccc(/C=C(\C#N)c3nn(-c4ccccc4)c(N)c3C#N)cc2[N+](=O)[O-])CC1	3	-3.3	-1.2	8	4	-0.5	-1	4	1.3
Cc1cc(C)c(C2=NOC3C4CCC(C4)C23)c(C)c1 (stereo not drawn)	-3	-2.8	.	5	-2	0.1	-1	-2	1.4
CC1CCN(C(=O)Nc2ccc3nsnc3c2)CC1	-19	-4.3	4.5	18	0	0.5	3	-5	-1.5
CSc1sccc1/C=C(/C#N)C(=O)c1ccco1	-7	-1.3	0.2	14	18	4.3	4	2	2.7
COc1ccc(CCNC(=S)NCCc2c[nH]c3ccccc23)cc1	10	-1.3	.	-2	-6	-0.1	7	14	0.6
NC(=O)C1CCN(CC(=O)NC2CCCc3ccccc32)CC1 (stereo not drawn)	9	-4.9	.	8	1	0.1	0	18	-0.4
COc1ccc(OC)c(N2C(=O)CCCC2=O)c1	-1	-2.0	-0.2	-7	?	-2.4	-3	7	2.3
O=C(NNC(=O)C1CC(c2cccnc2)=NO1)Nc1ccccc1F (stereo not drawn)	-21	-0.9	-7.5	-3	-3	-1.0	0	3	1.2
Cc1ccc2nc(C)c3c(c2c1)SCC3	0	-3.4	-1.4	1	.	.	4	-12	-1.9
COCCN(C(=O)COC(=O)CCc1c[nH]c2ccccc12)c1c(N)n(Cc2ccccc2)c(=O)[nH]c1=O	7	-0.3	.	-1	-6	-0.6	-1	-10	-3.1
O=C(O)C1Cc2ccccc2CN1C(=O)CSc1nnc2ccccn12 (stereo not drawn)	4	-1.2	.	1	0	0.7	5	-14	1.4
CCC(=O)Nc1nn(CC(C)C)c2nc3ccc(C)cc3cc12	-2	-3.4	11	-4	-1	0.5	0	11	-2.2
COc1ccc(CCNCC(O)COc2ccc(Cl)cc2)cc1OC (stereo not drawn)	-10	-2.8	-1.0	-9	-6	-0.9	1	-2	1.0
COc1ccc(C)cc1NC(=O)CSc1ccc(-c2ccccn2)nn1	10	-1.7	3.1	-1	-1	2.7	0	8	-4.9
Cc1ccc(NC(=O)CSCC(=O)OC(C)C(=O)Nc2ccccc2C)cc1 (stereo not drawn)	2	-0.4	-0.5	6	-6	-1.6	-2	-4	.
COc1ccc(-n2c(C)nnc2SCC(=O)N2CCOCC2)cc1	-9	-1.7	-0.3	-3	47*	-4.3	-2	1	-0.6
CC(C)c1onc(C(=O)NC2CCCCC2)c1[N+](=O)[O-]	-4	-0.8	.	2	-1	0.1	4	-13	1.3
Cc1cc2cc(CNC(=O)Cc3cccs3)ccc2n1C	.	0.5	-1.6	8	-62	75*	0	.	1.7
Cc1cc(=O)cc(C)n1-c1ccc2c(c1)nc(C)n2-c1ccccc1	-4	2.0	23	1	0	0.5	7	12	4.6
COc1ccc(C(=O)/C=C2/c3ccccc3CC(C)(C)N2C)cc1	4	-3.3	1.0	10	-3	-0.3	1	1	2.1

The order is random, and some 4.8% of all compounds hit somewhere here.
